Screening data deposited in PubChem BioAssay by several laboratories.
LYP inh 2 – blocks human PTPN22 phosphatase activity; 96,000 tested, 0.21% active; inhibition, % at 2 µM; AID 640; recombinant LYP catalytic domain, DiFMUP fluorescence; Q9Y2R2;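 active = inhibition at 2 µM at or above a set limit, the screen mean plus 3 SD, cut at about 24% in these data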;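 note: 0% = DMSO with enzyme and 100% = enzyme fully blocked by orthovanadate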
HUVEC tox TNFa – toxic to HUVEC cells under TNF alpha stimulation; 93,000 tested, 0.17% active; AID 848; HUVEC TNFalpha-stimulated, Hoechst cell count, imaging; cell count reduction, % at 2 µM;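 active = cell count reduction exceeding the screen mean by over 5 SD, scaled to untreated wells per plate, cut at about 78% in these data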;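 note: cells counted after 24 h of TNF alpha exposure following the 1 h pretreatment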
IL1B cytotox – toxic to HUVEC cells under IL-1B stimulation; HUVEC cell count loss, Hoechst imaging, IL-1B stimulated; cell count reduction, % at 2 µM; 94,000 tested, 0.41% active; AID 845;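 active = cell count reduction more than 3 SD above the screen-wide mean, cut at about 70% in these data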;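 note: normalized per plate to untreated control cells as the no-loss baseline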
VCAM1 TNFa inh – reduces TNF alpha induced VCAM1 expression in HUVEC; HUVEC TNFa-induced VCAM-1 immunofluorescence, high-content imaging; inhibition, % at 2 µM; 95,000 tested, 0.48% active;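 active = inhibition above the batch mean plus 3 SD, with images confirmed as a hit by eye, cut at about 37% in these data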;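 note: 0% = TNF-stimulated DMSO wells and 100% = unstimulated control wells; not every result past the cut was called active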
PTK2B oligo ant – Pyk2 (human) oligomerization antagonism; Q14289; Q293 cells, Pyk2 FERM NanoBiT luminescence; hits give low values; z-score (the deposit names both 25 µM and 10 µM); 99,000 tested, 0.83% active;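 active = Z-score of -3 or lower, scaled per plate to the spread of control and sample wells; inactive = z-score above -3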;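 note: negative z-score means lost luminescence so less FERM oligomerization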
Target sequence (Q14289 whole entry, looked up): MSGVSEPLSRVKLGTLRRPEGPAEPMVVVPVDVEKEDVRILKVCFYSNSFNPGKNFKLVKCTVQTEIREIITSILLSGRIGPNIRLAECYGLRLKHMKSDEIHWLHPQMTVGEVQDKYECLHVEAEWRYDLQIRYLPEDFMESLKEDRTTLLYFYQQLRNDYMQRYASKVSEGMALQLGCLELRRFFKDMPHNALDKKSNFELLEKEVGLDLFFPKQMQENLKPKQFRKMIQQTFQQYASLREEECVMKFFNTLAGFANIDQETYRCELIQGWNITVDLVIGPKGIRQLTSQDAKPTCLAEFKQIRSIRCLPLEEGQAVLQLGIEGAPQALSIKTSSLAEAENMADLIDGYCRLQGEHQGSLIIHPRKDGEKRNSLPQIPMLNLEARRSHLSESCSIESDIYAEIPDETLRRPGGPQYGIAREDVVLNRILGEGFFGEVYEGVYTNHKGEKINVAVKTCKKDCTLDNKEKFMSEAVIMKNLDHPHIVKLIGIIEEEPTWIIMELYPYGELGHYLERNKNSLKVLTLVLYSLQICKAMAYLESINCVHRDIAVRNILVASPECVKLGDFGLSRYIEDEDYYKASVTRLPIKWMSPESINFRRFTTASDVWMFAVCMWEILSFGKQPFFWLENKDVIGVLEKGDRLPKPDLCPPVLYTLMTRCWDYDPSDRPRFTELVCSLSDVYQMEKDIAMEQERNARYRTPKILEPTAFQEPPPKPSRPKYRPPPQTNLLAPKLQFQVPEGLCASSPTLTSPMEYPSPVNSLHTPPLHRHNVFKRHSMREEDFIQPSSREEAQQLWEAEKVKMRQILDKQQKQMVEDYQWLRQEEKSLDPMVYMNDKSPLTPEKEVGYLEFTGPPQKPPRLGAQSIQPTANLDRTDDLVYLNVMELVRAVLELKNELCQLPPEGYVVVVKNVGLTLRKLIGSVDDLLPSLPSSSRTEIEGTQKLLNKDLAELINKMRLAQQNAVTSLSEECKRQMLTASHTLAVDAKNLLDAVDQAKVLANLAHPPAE
LYP act – increases human PTPN22 phosphatase activity; recombinant LYP, DiFMUP fluorescence; 0 = plate median, 100 = signal doubled; activation, % at 2 µM; 96,000 tested, 0.11% active; Q9Y2R2; AID 697;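 active = activation at 2 µM above a set limit, the mean plus 5 SD, cut at about 37% in these data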
F-actin modifier – alters cytoskeleton assembly in HUVEC cells; HUVEC TNFa F-actin phalloidin imaging, high content; inhibition, % at 2 µM; 91,000 tested, 0.18% active; AID 836;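 active = inhibition above the batch mean plus 3 SD and confirmed as a hit by visual image inspection, cut at about 30% in these data, passing the limit was not always enough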; note: strong numbers were not always called active
ERa SRC1 inh – blocks coactivator binding to human estrogen receptor alpha. P03372. TR-FRET ER-alpha LBD / SRC-1 peptide, estradiol-bound. inhibition, % at 25.6 µM. 86,000 tested, 1.7% active; in the data active = inhibition above about 50%;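 note: 0% = receptor plus peptide control and 100% = peptide only without receptor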
FAK inh – inhibitors of human focal adhesion kinase; inhibition, %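 (tested at 7 µM)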; 97,000 tested, 0.84% active; biochemical FAK kinase activity assay; Q05397; AID 727; in the data active = inhibition above about 19%;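 note: 0% = DMSO and 100% = reference compound high control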
* marks the source's active call; other numbers are inactive results; . = not tested or not shown; [ ] = remark or other dose.

SMILES	LYP inh 2	HUVEC tox TNFa	IL1B cytotox	VCAM1 TNFa inh	PTK2B oligo ant	LYP act	F-actin modifier	ERa SRC1 inh	FAK inh
Cc1cc2ncn(C(=O)N3CCCCC3)c2cc1C	8.0	-11.1	-7.5	3.1	0.34	-9.8	13.6	-1.5	-2.1
COc1ccc(C(=O)N2CC=C(c3ccccc3)CC2)cc1S(=O)(=O)N1CCOCC1	-11.2	-24.4	-10.8	21.5	0.82	8.1	-24.4	10.1	3.2
CCOC(=O)c1c(C)[nH]c(C)c1C(=O)CSc1nnnn1-c1ccccc1	-2.1	-16.4	-16.7	5.0	-1.24	-1.4	-2.6	-7.1	0.7
Cc1ccc(C(=O)NC2CC(C)(C)NC(C)(C)C2)c(C)c1	1.1	-34.4	-46.7	-43.0	0.87	-2.8	-24.3	-4.4	-0.3
CCCNCc1cc(OC)c(OCCC)cc1Cl	-7.2	4.9	-50.7	12.4	0.23	6.6	2.4	-5.1	0.3
Cc1ccc(NC(=O)c2cc(S(=O)(=O)N3CCCCC3)ccc2N2CCOCC2)cc1F	4.6	-17.8	9.1	0.5	0.9	-6.1	5.7	.	-1.7
Cn1c(NCCCO)nc2c1c(=O)n(Cc1ccccc1F)c(=O)n2C	-5.5	-29.8	-26.6	-4.5	1.18	6.1	-0.8	-27.8	-1.4
COC(=O)c1ccccc1NC(=O)CSc1nc(NC(=O)c2ccccc2)c2c(C)c(C)oc2n1	2.5	-5.3	5.7	-2.7	0.33	-5.4	-1.8	-1.1[fluorescence artefact?]	-5.9
CN(C)c1ncc(S(=O)(=O)c2ccccc2)c(-c2ccccc2Cl)n1	6.5	-25.3	32.3	4.3	-1.13	-7.4	12.2	.	-3.4
Cc1ccccc1N(C(=O)Cc1ccsc1)C(C(=O)NC1CCCCC1)c1ccc(F)cc1 (configuration not stated)	0.9	-27.1	-11.8	8.9	1.45	-0.3	-5.7	.	1.5
CCc1nnc(NC(=O)c2ccc(OC)cc2OC)s1	7.6	-9.2	-29.8	-64.3	1.09	-11.8	12.7	.	1.2
COc1cc(C=O)ccc1OCCOCCOc1c(C)cc(Cl)cc1Cl	-0.8	.	-1.8	.	-0.75	3.2	.	.	-1.4
CC1(C)CC(CC(=O)Nc2ccc([N+](=O)[O-])cc2)C(=O)O1 (configuration not stated)	-4.9	-20.8	-9.4	5.0	0.3	8.8	-6.4	.	-1.2
CCSc1nnc(NC(=O)c2ccc3ccccc3n2)s1	-12.1	-1.8	-9.5	28.7	0.33	11.9	5.4	0.3	1.5
Cn1nnnc1SCC(=O)N1CCN(c2cccc(Cl)c2)CC1	-3.6	-13.8	-43.8	-11.6	-0.6	0.0	12.2	1.6	-0.5
CCOc1cc(/C=N/NC(=O)c2ccncc2)ccc1OC(=O)c1ccc([N+](=O)[O-])cc1	5.6	4.8	-9.5	1.3	0.95	-0.6	-2.8	.	-0.9
Cn1c(=O)c2sccc2n2c(CCCC(=O)NCc3ccc4c(c3)OCO4)nnc12	7.1	4.4	16.2	1.7	0.81	-3.7	5.3	.	-3.5
O=C(c1cc(-c2ccc(O)cc2)on1)N1CCc2ccccc2C1	10.8	-4.1	-41.2	0.8	.	-10.8	-7.6	-5.9	2.5
COc1ccc(C(F)(F)F)cc1N/C=C\c1nnnn1-c1ccccc1	-6.7	-6.7	-4.9	16.0	0.11	8.6	.	.	0.4
COc1ccc(/C=N/N=C2/NC(=O)C(c3ccccc3)(c3ccccc3)S2)cc1	-5.4	-3.8	-13.7	5.8	-0.04	8.6	-0.6	-1.5	-0.6
COc1cc(OC)c(C2C(C(=O)N3CCOCC3)=C(C)NC3=C2C(=O)CC(C)(C)C3)cc1OC (configuration not stated)	2.4	-11.1	15.7	0.3	0.15	-2.6	-4.4	-2.5	-2.5
COc1ccc(Cl)cc1Nc1nc(N)nc(C(F)(F)F)n1	-4.6	-3.8	-15.4	-7.8	-1.07	9.1	-55.4	15.4	-0.1
COc1ccc(-c2nn(-c3ccccc3)cc2/C=C2/SC(=S)N(Cc3ccco3)C2=O)c(C)c1	-4.6	-30.4	-33.8	-14.5	-0.94	9.8	5.0	.	-4.2
O=C(Nc1ccccc1C(=O)N1CCOCC1)c1cccc(S(=O)(=O)N2CCCC2)c1	-2.9	-8.3	6.6	-3.4	-0.02	3.9	2.7	-3.8	-1.3
CCC(CC)NCc1ccc(OC)cc1OC	-13.4	10.8	-43.9	12.4	-0.42	9.6	2.1	-0.6[fluorescence artefact?]	2.5
Cc1ccc(-c2nnc(SCC(=O)N3CCCC3)o2)cc1	-1.8	-27.9	-11.6	12.8	0.99	2.3	-0.4	-3.4	0.9
N#Cc1c(N)n[nH]c1CCCN	8.5	-14.3	-13.0	2.9	0.27	-5.9	16.7	.	-3.9
c1ccc(Nc2nc3ccccc3o2)cc1	10.4	-23.9	-23.6	8.3	-0.91	-7.0	8.2	.	0.2
CCc1nc(SCc2ccc(C(=O)OC)o2)c2c(=O)n(C)c(=O)n(C)c2n1	8.4	2.2	1.3	-2.7	.	-11.0	-5.0	1.0	3.4
CCCC(=O)N1CCN(c2ccc(NC(=O)c3sc4ccccc4c3Cl)cc2)CC1	11.4	-5.6	-46.1	0.3	0.71	-7.7	6.2	.	11.7
Cc1csc(NC(=O)c2cc(C)oc2C)n1	4.9	1.1	4.9	-1.6	-0.38	-5.0	-40.8	-7.5	1.9
Cc1c(Cl)cccc1NC(=O)C1NC(=O)CC1c1ccccc1 (configuration not stated)	1.9	-27.4	-7.6	-0.5	.	-2.5	16.4	6.0	-4.0
Cc1nn(Cc2ccc(C(=O)Nc3ccc(C(=O)OC(C)C)cc3)o2)c(C)c1Cl	1.1	-29.5	0.8	38.8	-1.16	-0.6	4.5	46.4[fluorescence artefact?]	9.0
Cc1cccc(NCc2nc(SCC(N)=O)n[nH]2)c1	-8.6	-4.8	-2.0	-2.8	2.16	5.9	-13.2	-9.8	-1.6
Cc1cccc(NS(=O)(=O)c2ccc(C3CCCCC3)cc2)c1	9.5	-16.8	-66.8	16.8	-1	-6.9	-13.0	.	0.0
Cc1cccc2cc(/C=C3\N=C(c4ccccc4)OC3=O)c(N3CCOCC3)nc12	5.3	-10.8	-5.4	2.6	-1.35	-8.3	-5.3	.	-0.1
CCCCCn1c(S(=O)(=O)O)nc2ccccc21	4.6	-39.9	-4.5	15.8	1.37	-6.8	-4.9	-2.6	-2.8
O=C(NCc1ccccc1)c1ccc(Cn2cc(C(F)(F)F)ccc2=O)cc1	-3.7	-3.1	3.0	-4.2	0.32	6.5	2.7	.	-5.4
CCC1(CC)Cc2ccccc2C(=C(C#N)C#N)N1	12.4	2.8	-3.6	0.7	-0.82	-9.6	-4.3	.	9.5
O=C(CN(Cc1ccccc1)S(=O)(=O)c1ccc2c(c1)OCCO2)N/N=C/c1ccc(F)cc1	5.8	-13.3	-33.3	1.2	-1.61	-0.8	11.1	.	-7.7
COCCn1c(C)cc(C(=O)COC(=O)CCc2ccc(S(=O)(=O)N3CCOCC3)cc2)c1C	-2.8	7.6	29.0	-2.8	-0.25	6.3	-18.4	3.7	5.4
CCNC(=S)NNC(=O)Cc1ccccc1	12.9	-7.0	-2.5	5.7	1.25	-10.3	-7.7	.	-1.9
CCOC(=O)c1c(C)[nH]c(C(=O)OCC(=O)N2c3ccccc3CC2C)c1C (configuration not stated)	-1.8	-15.9	17.1	-6.6	-1.66	1.2	15.3	0.2	-0.9
CCN(CC(=O)NC(=O)NCc1ccco1)Cc1nc2ccccc2c(=O)[nH]1	-11.3	3.7	-8.1	-4.5	0.18	10.8	-10.9	20.2	-1.6
CN(C)c1cccc(C(=O)n2cc(C(=O)c3cc(F)ccc3O)cn2)c1	-8.6	-54.6	-9.1	19.0	-0.17	7.4	32.6	7.4[fluorescence artefact?]	5.3
CSc1ccc(NC(=O)N2CCN(c3nc4ccccc4s3)CC2)cc1	17.1	8.4	17.5	-6.8	-0.57	-17.4	12.3	-1.7	0.2
COc1ccc(NC(=O)CCNS(=O)(=O)c2ccc(Br)s2)cc1	-8.8	-5.8	-22.7	1.1	-0.41	6.6	-6.1	.	-2.8
CCCCNC(=O)NC1(C(F)(F)F)Oc2ccccc2O1	-0.8	6.3	-1.6	-6.8	0.3	1.8	4.9	-5.3	1.0
Cn1c(=O)[nH]c(=O)c2c1nc(SCC(O)CO)n2Cc1ccccc1Cl (configuration not stated)	7.8	-6.6	11.9	3.7	-0.16	-10.0	-14.2	20.8	1.7
CCn1cc(Br)c(C(=O)Nc2ccc(C(=O)OC(C)C)cc2)n1	-1.6	11.0	-17.0	-3.6	-1.19	0.9	-9.8	-3.0	4.8
COc1ccc(N(C(=O)C(C)C)S(=O)(=O)c2ccc3c(c2)n(C)c(=O)n3C)cc1	8.8	10.4	28.0	14.4	-0.06	-7.2	5.9	-28.1	0.6
Cc1c(C(C)O)nnn1-c1nonc1N (configuration not stated)	2.5	-35.5	-25.4	-1.2	0.09	-3.1	-15.4	-9.0	-1.7
COc1cc(CNc2ccc3[nH]c(=O)[nH]c3c2)cc(Br)c1OCC(=O)NC(C)(C)C	9.4	-11.9	12.7	13.4	0.44	-7.5	13.9	14.9[fluorescence artefact?]	-2.4
Cc1cc(C)n2c(SCc3ccccc3Cl)nnc2n1	-0.3	-14.8	27.0	18.2	-0.89	2.4	-10.8	-1.2	-2.6
COc1cc(C2CC(=O)NC3=C2C(=O)CC(C)(C)C3)cc(OC)c1O (configuration not stated)	-0.2	-22.7	-27.8	-2.9	0.84	-1.2	-8.7	4.2[fluorescence artefact?]	1.0
CC(=O)N=c1sc2c3ccccc3ccc2n1C	-12.9	-15.8	7.5	5.3	-0.72	9.1	8.3	3.6	9.5
CN(C)c1nc2c(c(N)nn2-c2ccc(Cl)cc2)c(=O)o1	4.9	2.6	-31.8	10.7	0.55	-1.7	5.3	.	-4.3
COc1cc(NC(=O)CSc2nnc(-c3ccncc3)n2C2CCCCC2)ccc1NC(=O)c1ccco1	12.6	-17.2	0.0	15.9	-0.76	-12.1	-13.8	.	-2.1
Cc1ccc(N2C(=O)c3oc4ccccc4c(=O)c3C2c2cccc(O)c2)nc1 (configuration not stated)	2.0	-23.3	14.0	-1.2	.	-3.0	12.1	16.0	1.3
